DYRK1A inh: rat Dyrk1A kinase inhibitors, primary screen, biochemical, single point, plate reader; AID 504441, 2011; inhibition, % at 12.5 µM; Dual specificity tyrosine-phosphorylation-regulated kinase 1A (Rattus norvegicus), Q63470; 310,000 compounds, 0.43% hits; ADP-Glo luminescence, NFATc1 peptide; in the data active means inhibition above about 50%;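 further: plate controls were vehicle with enzyme for no effect and no enzyme for full effect; many of its hits are not listed in these tables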
GSK3A inh: blockers of GSK3A enzyme activity – biochemical, luminescence, cell-free homogeneous, HTS, primary screen; GSK-3 alpha kinase, ADP-Glo luminescence, 60 min; 320,000 compounds, 0.1% hits; inhibition, % at 10 µM; AID 2650, 2010; Glycogen synthase kinase-3 alpha (Homo sapiens), P49840;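 in the data active means inhibition above about 50%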;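 further: GST-tagged GSK-3 alpha with peptide substrate and 25 µM ATP; 0% = DMSO neutral wells and 100% = GW8510 positive control wells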
Target sequence (P49840 whole entry, looked up): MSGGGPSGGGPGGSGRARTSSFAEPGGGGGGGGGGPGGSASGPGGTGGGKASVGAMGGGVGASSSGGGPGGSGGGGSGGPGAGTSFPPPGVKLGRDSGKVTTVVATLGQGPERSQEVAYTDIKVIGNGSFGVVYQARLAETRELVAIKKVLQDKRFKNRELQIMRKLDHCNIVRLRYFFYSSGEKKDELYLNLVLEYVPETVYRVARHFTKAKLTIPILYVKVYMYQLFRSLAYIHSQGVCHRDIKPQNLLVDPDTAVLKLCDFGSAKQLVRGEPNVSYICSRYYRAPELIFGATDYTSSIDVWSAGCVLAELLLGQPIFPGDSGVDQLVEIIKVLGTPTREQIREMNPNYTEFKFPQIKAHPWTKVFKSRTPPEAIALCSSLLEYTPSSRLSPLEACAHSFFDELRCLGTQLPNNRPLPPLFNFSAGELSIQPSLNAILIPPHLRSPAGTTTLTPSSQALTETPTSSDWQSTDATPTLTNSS
PolyA inhibitor: polyadenylation inhibitors in yeast reporter cells, primary screen, luminescence, S. cerevisiae. 300,000 compounds, 0.02% hits. calls only at 12 µM. S. cerevisiae SKY197-pL101 polyadenylation reporter, beta-gal luminescence; efflux-impaired pdr1/pdr3 knockout yeast; score 100 = 6 SD above DMSO;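 active means lowest replicate activity score at least 50, where 100 means six control SD above control mean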;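 further: yeast exposed to compound for 9 h at 30 °C; higher score means more reporter readthrough which indicates perturbed polyadenylation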
KCNK3 block: human KCNK3 channel inhibitors, primary screen, CHO cells, FluxOR thallium flux, B-score; Potassium channel subfamily K member 3 (Homo sapiens), O14649; FluxOR fluorescence; active compounds read low; B-score at 10 µM; 340,000 compounds, 0.84% hits;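 active means B-score under library mean minus 4 SD, starting fluorescence ratio at most library mean plus 5 SD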;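 further: more negative B-score means stronger inhibition of thallium flux through KCNK3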
KCNK9 block: KCNK9 potassium channel inhibitors, primary screen, HEK293 cells, thallium flux. Potassium channel subfamily K member 9 (Homo sapiens), Q9NPC2. FluxOR thallium flux fluorescence; active compounds read low. B-score at 10 µM. 310,000 compounds, 1.2% hits;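 active means ratio B-score over 3 SD below the library mean, with starting fluorescence within 5 SD of its mean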;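 further: negative B-score means less thallium flux so channel inhibition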
GSK3B inh: human GSK3beta kinase inhibitors, primary screen, biochemical, cell-free homogeneous, HTS. activity score (negative = inhibition), % at 10 µM. Glycogen synthase kinase-3 beta (Homo sapiens), P49841. 300,000 compounds, 0.038% hits. GST-GSK3beta kinase, ADP-Glo luminescence, 60 min; active compounds read low;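 active means more than half of replicate wells score below -50%, meaning over 50% inhibition versus plate controls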;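 further: 0% = median DMSO wells and -100% = median GW8510 positive control wells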
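Test system: GST-tagged human GSK3beta kinase, cell-free; evaluation: activity score scaled between in-plate DMSO and GW8510 controls; measured by: ADP-Glo luminescence; incubation: 60 min reaction, RT; benchmarks: DMSO and 20 µM GW8510; reagent: peptide substrate plus 25 µM ATP (final); medium: Tris/MgCl2 kinase buffer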
KCNQ1 inh: inhibitors of human KCNQ1 channel, primary screen, cell-based, thallium flux, high-throughput. B-score at 10 µM. AID 2642, 2010. 310,000 compounds, 1.3% hits. CHO-K1 KCNQ1, FluxOR thallium flux fluorescence; active compounds read high. Potassium voltage-gated channel subfamily KQT member 1 (Homo sapiens), P51787;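 active means compounds whose thallium flux B-score, printed positive for inhibition, exceeds three library SD while starting fluorescence stays within three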;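 further: channel opened by potassium depolarization with thallium stimulus after 20 min compound exposure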
RGS4 pot: RGS4 potentiators or activators, primary screen, cell-based, HEK293 M3R inducible RGS4, calcium flux. carbachol calcium flux Fluo4; active compounds read low. B-score at 10 µM. 310,000 compounds, 0.92% hits. AID 463111, 2010;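 active means B-score of the integrated calcium signal more than 4 SD below the library mean, with starting fluorescence not abnormally high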;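 further: negative B-score means reduced calcium response which marks RGS4 activation or potentiation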
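Detection: kinetic calcium fluorescence imaging with Fluo4-AM dye, 2 µM / Material: HEK293 cells with stable M3R and inducible RGS4 / Schedule: recording 10 s baseline at 1 Hz, 100 s post-agonist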
hERG rescue: hERG rescue from dofetilide block, primary screen, cell-based, CHO-hERG, FluxOR thallium flux, dofetilide IC70 | Voltage-gated inwardly rectifying potassium channel KCNH2 (Homo sapiens), Q12809 | dofetilide IC70 present | activation (rescue from dofetilide block), less the hit threshold, % at 10 µM | 310,000 compounds, 0.51% hits | AID 1511, 2009;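 active means activation above the mean of controls blocked by dofetilide plus 5 SD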;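 further: thallium influx through hERG after potassium depolarization seen as dye fluorescence rise; in these data hits start at about 4.7%; inactives centre near -7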
KCNQ1 pot: potentiators or activators of KCNQ1 channel, primary screen, cell-based, thallium flux, high-throughput. B-score at 10 µM. AID 2648, 2010. CHO-K1 KCNQ1, thallium flux FluxOR fluorescence; active compounds read high. 310,000 compounds, 0.35% hits;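 active means fluorescence ratio B-score, a plate-corrected score, at least three library SD, with initial intensity B-score within 5 SD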
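Assay system: stable KCNQ1 CHO-K1 line; medium: assay buffer, equal DMSO in all wells; timing: 90 min dye loading and 20 min compound exposure, both at room temperature; technique: kinetic FluxOR thallium fluorescence, 10-s 1-Hz baseline, 110-s post-stimulus read; read-out basis: B score of baseline-normalized fluorescence ratio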
RGS4 inh: RGS4 inhibitors, primary screen, cell-based, HEK293 M3R inducible RGS4, calcium flux. Fluo-4 calcium flux; active compounds read high; triggered by carbachol at its EC20. B-score at 10 µM. 310,000 compounds, 0.45% hits. AID 463165, 2010;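 active means B-score, a plate-corrected calcium signal, over three deviations above library mean, with baseline fluorescence within five deviations of library mean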;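 further: RGS4 expression induced by doxycycline in cells with stable M3 receptor; B-score is computed from the integrated fluorescence ratio over baseline after carbachol; higher B-score means a larger calcium signal and so more RGS4 inhibition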
Target sequence (P49798 whole entry, looked up): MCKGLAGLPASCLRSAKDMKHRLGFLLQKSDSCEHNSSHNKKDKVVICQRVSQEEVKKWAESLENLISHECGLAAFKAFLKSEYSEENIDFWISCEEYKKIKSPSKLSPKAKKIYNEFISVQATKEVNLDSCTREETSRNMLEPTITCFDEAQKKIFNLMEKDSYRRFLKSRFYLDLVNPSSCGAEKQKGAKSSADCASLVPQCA
Active calls of the source: *; i = inactive; / = no result given.

SMILES	DYRK1A inh	GSK3A inh	PolyA inhibitor	KCNK3 block	KCNK9 block	GSK3B inh	KCNQ1 inh	RGS4 pot	hERG rescue	KCNQ1 pot	RGS4 inh
COc1ccc(C2=NN(C(=O)c3cccs3)C(c3ccccc3OC)C2)cc1OC (stereo not given)	/	-1	i	i	i	6	i	i	-3	i	i
N=C1/C(=C\c2coc3ccc(O)cc3c2=O)C(=O)N=C2SC=CN12	37	14	i	i	i	-2	i	i	-21	i	i
O=S(=O)(c1ccc(-c2ccccc2)cc1)N1CCCCC1	7	-2	i	i	i	4	i	i	1	i	i
CC(C)(Cc1cc(CC(C)(C)C(=O)O)cc(C(C)(C)C)c1)C(=O)O	7	1	i	i	i	-11	i	i	1	i	i
O=C1CN(C(=O)COC(=O)c2oc3ccccc3c2COc2ccccc2)c2ccccc2N1	-5	0	i	i	i	1	i	i	-15	i	i
COC(=O)c1cn(CC(=O)Nc2ccc(OC)cc2)c2ccccc12	1	0	i	i	i	-1	i	i	-6	i	i
COc1ccc(COC(=O)c2n[nH]c3ccccc23)cc1F	10	6	i	i	i	-1	i	i	-12	i	i
CC(C)(NC(=O)N1CCOCC1)c1cccc(C(C)(C)NC(=O)N2CCOCC2)c1	-1	-2	i	i	i	1	i	i	-7	i	i
C=CCNC(=O)c1c(Cl)cnn1-c1ccc(C)cc1	1	-2	i	i	i	0	i	i	-7	i	i
COc1ccc2c(c1)N(C)/C(=C1/SC(=NCc3ccccc3)N(c3ccccc3)C1=O)S2	6	-1	i	i	i	0	i	i	-7	i	i
CCOC(=O)C1CCN(C(=O)CN(C)S(=O)(=O)c2ccc3c(c2)c(=O)n(C)c(=O)n3C)CC1	-7	0	i	i	i	0	i	i	-4	i	i
CCCNC(=O)C(=O)NCc1ccccn1	-4	-1	i	i	i	-4	i	i	-12	i	i
COc1ccc(/C=N/Nc2nnc(Cc3ccccc3)c(=O)[nH]2)cc1OC	1	-2	i	i	i	1	i	i	-12	i	i
COc1ccc(C(CC(=O)N2CCN(c3ccccc3)CC2)c2c(O)cc(OC)cc2OC)cc1 (stereo not given)	/	-3	i	i	i	1	i	i	-10	i	i
O=C(Nc1ccc(F)cc1F)c1ccc2ncsc2c1	0	-1	i	i	i	2	i	i	-6	i	i
NS(=O)(=O)c1ccc(CCNC(=O)CSc2ccc([N+](=O)[O-])cc2)cc1	2	0	i	i	i	/	i	i	-9	i	i
O=C(CBr)N1CCc2ccccc2C(c2ccccc2)C1 (stereo not given)	0	-3	i	i	i	1	i	i	-10	i	i
CC(C)Cn1c(-c2cccs2)nc2ccccc21	5	-5	i	i	i	1	i	i	-5	i	i
CC1(C)CC(=O)c2cc(C(=O)NCc3ccco3)c(=O)n(-c3ccc(Cl)cc3)c2C1	1	-1	i	i	i	1	i	i	-9	i	i
Cc1cc(=O)[nH]c(SCn2nnc3ccccc3c2=O)n1	7	-2	i	i	i	0	i	i	-11	i	i
CC(C)C(=O)Nc1ccnc(-c2cccnc2)n1	9	-2	i	i	i	3	i	i	-6	i	i
COc1ccc(-c2nnc(SCC(=O)N3CCCC3)o2)cc1OC	/	-4	i	/	i	1	i	i	-6	i	i
Cc1ccc(NC(=O)CCNS(=O)(=O)c2ccccc2F)cc1S(=O)(=O)N1CCOCC1	-18	-2	i	i	i	-3	i	i	-9	i	i
COc1cc2nc(CN(C)Cc3nc4ccccc4c(=O)[nH]3)[nH]c(=O)c2cc1OC	6	2	i	i	i	2	i	i	-11	i	i
Cc1cc2ccccc2c(=O)n1CC(=O)NCC(=O)N1CCCC1	6	2	i	i	i	2	i	i	-7	i	i
COC(=O)C1C(c2ccccc2)C(C(=O)OCc2ccco2)C1c1ccccc1 (stereo not given)	-15	-2	i	-11*	-8.3*	3	6*	i	-25	i	i
Cc1ccc2c(c1)N(CC(=O)N(Cc1ccccn1)Cc1ccco1)C(=O)C(C(C)C)O2 (stereo not given)	-1	-1	i	i	i	-5	i	i	-18	i	i
CCc1ccc(CNC(=O)C2Cc3cc(S(=O)(=O)N4CCCC4)ccc3N2C(C)=O)cc1 (stereo not given)	1	-1	i	i	i	0	i	i	-8	i	i
O=C(CSc1nc2ccccc2s1)NC1CCS(=O)(=O)C1 (stereo not given)	4	0	i	i	i	-2	i	i	-2	i	i
CCc1ccccc1N(C(C)=O)c1nc(CN=C=S)cs1	-7	0	i	i	i	2	i	i	-20	i	i
O=P(CCO)(c1ccccc1)c1ccccc1	1	-2	i	i	i	-2	i	i	-8	i	i
CN1CCN(Cc2nc3cc(NC(=O)COc4ccc([N+](=O)[O-])cc4)ccc3n2C)CC1	-3	/	i	i	i	-3	i	i	-9	i	i
O=C1CCCN1CCCNC(=S)Nc1ccc(Cl)cc1Cl	-2	0	i	i	i	-2	i	i	-13	i	i
CCS(=O)(=O)N1CCC(C(=O)N2CCOCC2)CC1	-6	-3	i	i	i	1	i	i	-4	i	i
COc1cc(NC(=O)c2noc(C)c2[N+](=O)[O-])c(OC)cc1Cl	/	-1	i	i	i	2	i	i	-8	i	i
CCOC(=O)c1cc2n(c1C)-c1ccccc1C2=O	10	-1	i	i	i	1	i	i	-19	i	i
Oc1ccc(C=Nc2cccc3ncccc23)c(O)c1	17	1	i	i	i	0	i	i	0	i	i
CC(C)CC1NC(=O)N(CCCCN2C(=O)c3ccccc3C2=O)C1=O (stereo not given)	-1	-2	i	i	i	1	i	i	-2	i	i
CCCn1c2c(c(O)c(C(=O)Nc3ncccc3C)c1=O)CCCC2	4	-2	i	i	i	4	i	i	-14	i	i
O=C(O)c1cc(-c2ccc(O)cc2)nc2ccccc12	/	6	i	/	i	0	i	i	-6	i	i
Cc1ccc(N(C(=O)CNC(=O)c2ccco2)C(C(=O)NC2CCCC2)c2cccnc2)cc1 (stereo not given)	9	-2	i	i	i	-4	i	i	-2	i	i
O=C(NC1CCCCCC1)c1cccc(N2CCCC2=O)c1	1	2	i	i	i	-2	i	i	-7	i	i
O=C(OCc1nnc(-c2ccccc2)o1)C1CCN(S(=O)(=O)c2cccs2)CC1	2	1	i	i	i	/	i	i	-7	i	i
CN(C)CCO[C@@H](c1ccc(Cl)cc1)c1ccccn1	13	-3	i	i	i	5	i	i	-5	i	i
O=C(CN1CCC(O)(c2cccc(F)c2)CC1)NCCc1c[nH]c2ccccc12	1	0	i	i	i	2	i	i	-7	i	i
O=c1cccc(-c2ccccc2)[nH]1	-3	4	i	i	i	2	i	i	-10	i	i
CS(=O)(=O)N(Cc1ccccc1)c1ccc(C(=O)NCC2CCCO2)cc1 (stereo not given)	1	-3	i	i	i	0	i	i	-16	i	i
CCCC1(C(=O)OCC)NC(c2ccc(N(C)C)cc2)C2C(=O)N(c3ccc(OCC)cc3)C(=O)C21 (stereo not given)	-4	-2	i	i	i	0	i	i	-1	i	i
Cc1ccccc1C(=O)Nc1ccnn1C1CCN(C2CCSCC2)CC1	0	-1	i	i	i	5	i	i	-11	i	i
CC1=C(C(=O)OCc2ccccc2)C(c2cccc([N+](=O)[O-])c2)NC(=O)N1CCCCCC(=O)O (stereo not given)	9	5	i	i	i	1	i	i	-6	i	i
O=C(c1ccco1)N1CCN=C1SCc1c(F)cccc1Cl	-8	-2	i	i	i	-1	i	i	-2	i	i
CC(C)C[C@H](NC(=O)c1nc[nH]c1C(=O)N1CCN(C(=O)OC(C)(C)C)CC1)C(=O)OC(C)(C)C	10	1	i	i	i	-1	i	i	-7	i	i
CN(C)c1cccc(C(=O)N(C)C2CCCN(Cc3ccccc3F)C2)c1 (stereo not given)	/	-2	i	i	i	2	i	i	-14	i	i
N#CN(Cc1ccccc1)Cc1ccccc1	6	0	i	i	i	-2	i	i	-15	i	i
Cc1nc2c(sc(=S)n2Cc2ccco2)c(=O)n1CC(=O)Nc1cc(F)ccc1F	/	-2	i	i	i	-2	i	i	-5	i	i

Two compounds picked at random from the list so far, as already listed:
SMILES	DYRK1A inh	GSK3A inh	PolyA inhibitor	KCNK3 block	KCNK9 block	GSK3B inh	KCNQ1 inh	RGS4 pot	hERG rescue	KCNQ1 pot	RGS4 inh
O=C(OCc1nnc(-c2ccccc2)o1)C1CCN(S(=O)(=O)c2cccs2)CC1	2	1	i	i	i	/	i	i	-7	i	i
Cc1nc2c(sc(=S)n2Cc2ccco2)c(=O)n1CC(=O)Nc1cc(F)ccc1F	/	-2	i	i	i	-2	i	i	-5	i	i

These rows are one share of the data (hit frequency here may not be typical).
